aDG glyco up: activators of alpha-DG glycosylation, primary screen, uHTS, Pro5-aDG cells, AlphaScreen | 360,000 tested, 0.22% active | AID 624168, 2012 | alpha-DG glycosylation AlphaScreen (IIH6); 0% Pro5, 100% B10-LARGE cell signal | activation, % at 10 µM;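 active = activation of at least 8% versus controls, or a plate z-score of at least 8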;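 also: Pro5 are CHO cells carrying HIG-tagged alpha-DG that lacks glycosylation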
N-glyco inh: increase of ERlucT glycosylation luciferase signal, primary screen, N-linked glycosylation inhibitor project, D54 ERlucT cells, luminescence, set 2; 360,000 tested, 0.23% active; AID 588692, 2011; D54 ERlucT glycosylation luciferase reporter, 24 h; percent of 100 nM tunicamycin response; reporter increase, % at 12.5 µM;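 active = mean luciferase reporter signal, scaled so untreated is 0 and the glycosylation-blocking control 100, at or above a set limit in every replicate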;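 also: luciferase carries N-glycosylation sites so blocking glycosylation raises the light; 0% = median of neutral control wells and 100% = median of 100 nM tunicamycin wells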
ABCB6 inh 2: ABCB6 transporter inhibitors, primary screen, K562-ABCB6 cells, flow cytometry, MLPCN library; ATP-binding cassette sub-family B member 6 (Homo sapiens), Q9NP58; K562-ABCB6 porphyrin accumulation, 1 h; stronger effect = lower value; fluorescence ratio to DMSO, % at 10 µM; AID 602162, 2011; 360,000 tested, 0.19% active;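 active = fluorescence ratio to DMSO below 75%, the collection mean minus 3 SD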;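 also: signal is porphyrin accumulated inside mitochondria; 100% equals median channel fluorescence of DMSO control wells; lower ratio means ABCB6 inhibition with less porphyrin fluorescence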
NOD2 RIPK2 PPI: NOD2-RIPK2 binding disruptors in cells, primary screen, fluorescence, CHO cells, BLA complementation; CCF4 ratio; 360,000 tested, 0.38% active; inhibition, % at 4.98 µM; Receptor-interacting serine/threonine-protein kinase 2 (Homo sapiens), O43353; in the data active = inhibition above about 21%;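 also: 0% = vehicle only and 100% = reference blocker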
Target sequence (O43353 whole entry, looked up): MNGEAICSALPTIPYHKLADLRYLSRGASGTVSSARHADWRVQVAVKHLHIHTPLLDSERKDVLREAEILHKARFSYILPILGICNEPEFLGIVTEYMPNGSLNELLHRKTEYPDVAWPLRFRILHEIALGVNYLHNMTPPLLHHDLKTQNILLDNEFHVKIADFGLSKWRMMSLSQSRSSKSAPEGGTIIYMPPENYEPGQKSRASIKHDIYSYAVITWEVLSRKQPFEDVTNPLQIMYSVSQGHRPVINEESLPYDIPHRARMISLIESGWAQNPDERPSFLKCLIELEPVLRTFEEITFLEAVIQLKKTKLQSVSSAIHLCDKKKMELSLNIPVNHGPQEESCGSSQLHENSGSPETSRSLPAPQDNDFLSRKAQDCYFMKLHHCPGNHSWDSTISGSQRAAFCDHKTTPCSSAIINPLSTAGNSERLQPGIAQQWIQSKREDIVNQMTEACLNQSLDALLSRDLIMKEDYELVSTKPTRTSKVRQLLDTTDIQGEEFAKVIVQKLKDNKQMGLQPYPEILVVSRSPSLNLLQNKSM
MC4R ag barr: MC4R agonists recruiting beta-arrestin, primary screen, cell-based, luminescence, agonist arm of biased-ligand search; 360,000 tested, 0.98% active; U2OS MC4R beta-arrestin complementation; percent of melanotan II response, DMSO zero; AID 540308, 2011; Melanocortin receptor 4 (Homo sapiens), P32245; activation, % at 8.9 µM;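 active = activation above a per-plate cutoff, the mean activation of sample wells on that plate plus 3 SD, cut at about 8% in these data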
Target sequence (P32245 whole entry, looked up): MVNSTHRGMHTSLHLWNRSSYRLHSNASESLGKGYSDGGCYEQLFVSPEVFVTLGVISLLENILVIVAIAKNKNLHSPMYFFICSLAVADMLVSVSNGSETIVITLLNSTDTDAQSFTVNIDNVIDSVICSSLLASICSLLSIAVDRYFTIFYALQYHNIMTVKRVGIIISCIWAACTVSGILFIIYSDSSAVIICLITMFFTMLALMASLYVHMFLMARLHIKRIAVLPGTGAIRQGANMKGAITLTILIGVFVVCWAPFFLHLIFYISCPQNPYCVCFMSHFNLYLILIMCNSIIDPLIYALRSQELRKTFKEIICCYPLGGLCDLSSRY
MC4R antag cAMP: MC4R antagonists of cAMP signaling, primary screen, cell-based, TR-FRET, antagonist arm of biased-ligand search; Melanocortin receptor 4 (Homo sapiens), P32245; MC4R-expressing cells, MTII-stimulated cAMP, LANCE TR-FRET; inhibition, % at 6.5 µM; 360,000 tested, 0.48% active; AID 540295, 2011;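 active = inhibition above its plate's cutoff, the mean of tested wells on that plate plus 3 SD, cut at about 29% in these data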;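 also: 0% = Melanotan II alone and 100% = Melanotan II plus saturating MCL0020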
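Material: human MC4R-expressing U2OS cells. Probe or stimulus: Melanotan II challenge. Dosing: 6.5 µM single dose. Times: 30-min compound, 1-h challenge, 1-h detection, room temperature. Technique: TR-FRET with Eu-cAMP and labeled anti-cAMP, 671 nm. Replication: singlicate.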
ABHD5 PLIN5 PPI: ABHD5-PLIN5 interaction inhibitors, primary screen, cell lysate, split luciferase complementation, luminescence | 360,000 tested, 0.78% active | AID 602281, 2012 | Split G. princeps luciferase complementation, 4 h | inhibition, % at 4 µM;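 active = inhibition above the mean inhibition across every tested compound plus 3 SD, cut at about 22% in these data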;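 also: 0% = DMSO only wells and the 100% control is not disclosed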
Vif inh: HIV Vif self-association inhibitors, primary screen, imaging, HEK293T, single point. HEK293T cells, Vif self-association by quenched fluorescence, 24 h. inhibition, % at 7.49 µM. 340,000 tested, 0.35% active. AID 602346, 2012; in the data active = inhibition above about 50%, passing the limit was not always enough; also: some results filed as inactive read as strong as hits
Exocytosis inh: LAMP-1 surface exposure blockers, TALL-104 cells – cell-based, flow cytometry, MLPCN library, primary screen; TALL-104 LAMP-1 surface exposure; cells stimulated with thapsigargin and PMA; 360,000 tested, 0.66% active; AID 651702, 2012; inhibition, % at 10 µM;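 active = inhibition above about 55%, limit read from the data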
TLR9-MyD88 inh: inhibitors of TLR9-MyD88 association in cells, primary screen, cell-based, CHO, BLA complementation, fluorescence; CCF4 FRET ratio; inhibition, % at 4.98 µM; 340,000 tested, 0.21% active; AID 504734, 2011;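 active = inhibition above the mean over all tested compounds plus 3 SD, cut at about 21% in these data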;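 also: 0% = DMSO only wells and 100% = clavulanate BLA inhibitor control wells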
An asterisk follows results filed as active; / = no result given.

SMILES	aDG glyco up	N-glyco inh	ABCB6 inh 2	NOD2 RIPK2 PPI	MC4R ag barr	MC4R antag cAMP	ABHD5 PLIN5 PPI	Vif inh	Exocytosis inh	TLR9-MyD88 inh
COC(=O)c1cnc(NNC(=O)c2ccc([N+](=O)[O-])cc2)nc1C(F)(F)F	0.0	-1	98	2	-3.3	0	-2	-16	-3	-5
CCCN(C(=O)/C=C/c1nc2ccccc2s1)C1CCS(=O)(=O)C1 (configuration not stated)	0.0	0	101	-2	0.1	0	4	10	1	1
COc1nc(-c2ccc(Cl)cc2)ccc1-c1noc(-c2ccco2)n1	0.1	4	92	2	-1.1	9	1	-1	0	-2
CCOc1ccc(N2CC(C(=O)NCC(=O)Nc3ccc(F)c(F)c3F)CC2=O)cc1 (configuration not stated)	0.1	1	98	-2	-0.5	8	18	7	0	-10
CCc1ccc(-c2ccc(SCc3ccccn3)nn2)cc1	0.5	-2	98	-9	-0.4	16	-2	11	1	-9
O=C(c1cc(-c2ccc(F)cc2)on1)N1CCCC1	-0.1	-16	98	5	-2.5	21	-5	/	-2	7
COc1cccc(CNS(=O)(=O)c2cc3c(cc2Cl)NC(=O)CO3)c1	-0.1	1	92	-5	-0.9	14	6	-1	1	2
O=C(NCCS(=O)(=O)N1CCCCC1)c1ccccc1	0.2	1	99	15	-1.7	0	2	13	1	5
CCOc1ccc(NC(=O)C(=O)NCCN2CCN(C(=O)c3ccc(C)cc3)CC2)cc1	0.1	-3	96	6	-0.9	14	2	-2	1	-4
Cc1ccc(OCC(=O)Nc2ccccc2C(=O)NC2CC2)cc1C	-0.1	-3	98	-8	-2.2	7	-7	-4	2	-7
CCOC(=O)C1CCCCN1C(=O)c1ccc2nc(Cc3ccc(OC)cc3)oc2c1 (configuration not stated)	0.7	1	97	-2	-0.4	10	5	-1	3	-9
COc1ccc(N2CC(C(=O)N(C)CC(=O)Nc3ccc(Cl)c(C(F)(F)F)c3)CC2=O)c(OC)c1 (configuration not stated)	0.3	0	104	-12	-0.7	-5	-11	-7	-4	-2
COc1cc2c(cc1NC(=O)CSc1nccn1C)oc1ccccc12	0.0	7	93	7	-2.3	11	-2	-5	2	-10
CCCCn1c(SCC(=O)NC2CCS(=O)(=O)C2)nc2ccccc2c1=O (configuration not stated)	-0.2	0	95	-9	-1.7	3	1	-2	0	4
COc1ccccc1N1CCN(C2CCCC(C)C2)CC1 (configuration not stated)	0.1	3	102	-7	-0.4	5	3	10	-4	2
CCOc1ccccc1-n1c(SCC(=O)N2CCOCC2)nnc1-c1ccccn1	-0.2	2	96	0	-0.6	-4	0	8	5	-4
Cc1cc(C)cc(NC(=O)CSc2nc3ccccc3nc2N2CCCC2)c1	-0.1	-6	98	-9	1.6	10	1	-10	-4	-11
OCCNc1ncnc2c1nnn2Cc1ccccc1	-0.1	3	95	7	-0.6	-1	-2	-2	-5	5
CC(C)(C)C(=O)N1CCN(c2ccc(Cl)cc2[N+](=O)[O-])CC1	-0.4	0	99	9	-1.8	2	2	-6	0	-5
O=C(NCC1CCCO1)C1CC(c2ccc(Cl)c(Cl)c2)=NO1 (configuration not stated)	0.3	2	104	3	-0.2	12	-5	18	1	2
O=C(CCl)Nc1cc(S(=O)(=O)N2CCOCC2)ccc1N1CCOCC1	1.2	1	100	-5	8.2	-2	12	0	2	1
O=[N+]([O-])c1ccc(N2CCN(Cc3ccc(Br)o3)CC2)cc1	0.4	4	107	5	-2.1	9	4	-6	-7	10
CCCCN1C(=O)/C(=C/C=C2/C=Cc3ccccc3N2CC)SC1=S	-1.4	-2	97	-2	-0.9	8	2	-3	-2	-16
O=C(CSc1nnc(-c2ccncc2)n1Cc1ccco1)Nc1cccc(O)c1	-0.6	0	98	-1	-0.4	10	2	4	0	-10
S=c1[nH]nc(CSCc2ccccc2Cl)n1-c1ccccc1	0.1	0	90	2	-0.8	5	-7	7	0	-9
O=C(CCc1ccccc1)N[C@@H]1c2ccccc2CC[C@@H]1OCc1ccccc1	-0.1	-3	106	4	4.5	-1	3	-5	2	5
CCOc1ccccc1/C=N/NC(=O)c1nnn(-c2nonc2N)c1CN1CCCCCC1	0.3	1	98	-7	-0.9	6	-5	26	1	-4
Cc1cc(C)cc(C(=O)NCCn2cc(SCC(=O)N3CCOCC3)c3ccccc32)c1	0.0	-2	98	1	-0.2	-2	7	0	-2	-1
CC(=O)Nc1ccc(NC(=O)C2CC(=O)Nc3nc4ccccc4n32)cc1 (configuration not stated)	-0.2	0	94	-10	-1.8	6	-1	0	-2	2
Cc1ccc(NS(=O)(=O)c2ccc(C(=O)NCC(c3ccco3)N(C)C)cc2)cc1 (configuration not stated)	1.9	2	100	-4	-2.8	13	1	2	-3	-2
COc1ccc(NC(=O)C2CCCN(C(=O)c3ccc(Cl)cc3)C2)cc1Cl (configuration not stated)	0.3	0	96	4	-2.0	7	-4	-3	0	-8
CCNC(=O)C[C@@H]1CC[C@@H]2NC[C@@H](O)COC[C@H]2O1	-0.2	/	/	-19	/	/	12	/	-2	/
COc1cccc(OC)c1C(=O)Nc1cccc(-c2ccc(N3CCOCC3)nn2)c1	-0.3	-8	90	-4	-0.5	4	-3	8	0	3
CN(C)C(=O)CNc1n[nH]c(=S)[nH]c1=O	0.1	3	97	2	2.8	-4	10	2	-7	-6
CCCCCOC(=O)Cn1c(=O)oc2ccc(C)cc21	-0.3	-1	97	0	-0.8	12	-8	-9	1	-8
CC(=O)N1N=C(c2ccco2)CC1c1ccco1 (configuration not stated)	0.0	2	97	0	0.6	-3	0	23	9	-5
Cc1cc(C)c(NC(=O)CNC(=O)c2ccc(-n3cncn3)c([N+](=O)[O-])c2)c(C)c1	0.3	0	99	2	-3.8	4	-10	-7	30	-4
O=[N+]([O-])c1ccc2c(c1)Nc1nc3ccccc3nc1N2	-0.3	11	96	-7	0.3	10	4	-4	-4	-3
O=C(Nc1ccc(Nc2ccccc2)cc1)C(Cl)(Cl)Cl	0.5	3	88	-4	-3.2	-2	-4	6	2	3
CCN1CCN(C(=O)C2CCCN(S(=O)(=O)c3cc(Cl)ccc3Cl)C2)CC1 (configuration not stated)	0.2	-6	95	3	-1.5	8	2	/	-3	-5

Quoted at random: three records from the list, in no set order.
SMILES	aDG glyco up	N-glyco inh	ABCB6 inh 2	NOD2 RIPK2 PPI	MC4R ag barr	MC4R antag cAMP	ABHD5 PLIN5 PPI	Vif inh	Exocytosis inh	TLR9-MyD88 inh
CCCCCOC(=O)Cn1c(=O)oc2ccc(C)cc21	-0.3	-1	97	0	-0.8	12	-8	-9	1	-8
COc1ccc(NC(=O)C2CCCN(C(=O)c3ccc(Cl)cc3)C2)cc1Cl (configuration not stated)	0.3	0	96	4	-2.0	7	-4	-3	0	-8
CC(=O)N1N=C(c2ccco2)CC1c1ccco1 (configuration not stated)	0.0	2	97	0	0.6	-3	0	23	9	-5

Additional entries follow.
SMILES	aDG glyco up	N-glyco inh	ABCB6 inh 2	NOD2 RIPK2 PPI	MC4R ag barr	MC4R antag cAMP	ABHD5 PLIN5 PPI	Vif inh	Exocytosis inh	TLR9-MyD88 inh
CCOC(=O)Cc1csc(SC(C)C(=O)NCC(=O)Nc2ccc(F)c(F)c2F)n1 (configuration not stated)	-0.3	-4	104	2	-1.3	4	6	0	0	10
O=C(O)c1sccc1Oc1ccc(NS(=O)(=O)c2cccc(F)c2)cc1	0.0	4	99	-7	-0.4	-1	-5	-10	-12	-4
O=C(CSc1nnc2scc(-c3ccccc3)n12)N1CCN(Cc2ccccc2)CC1	0.1	-4	100	5	-1.7	4	-1	-3	-4	11
N#CC1=C(N)N(c2ccccc2)C(=O)C1	0.2	4	105	1	-0.5	0	-2	4	0	7
CN1C(=O)CN(CCN2CC(=O)N(C)C(=O)C2)CC1=O	0.1	2	97	4	-1.2	18	-1	/	-1	-3
OC(C#CCN1CCCCC1)c1ccccc1 (configuration not stated)	0.0	0	104	-5	-2.4	-3	-9	-16	-10	3
CCc1nc2ccccc2n1CC(=O)OCC(=O)N(CC(C)C)c1c(N)n(Cc2ccccc2)c(=O)[nH]c1=O	0.0	-1	97	-1	-1.6	9	4	9	5	-14
O=[N+]([O-])c1ccc2[nH]c3nc4ccccc4nc3c2c1	1.7	-1	96	-5	0.4	-7	5	0	-14	12
Cc1cc(-c2ccccc2C(=O)NC2CCCCC2)on1	-0.2	0	99	-19	0.7	4	11	37	11	-4
Cc1ccc(S(=O)(=O)Nc2cccnc2)cc1	-0.1	0	87	-8	1.3	-1	0	3	0	8
O=C(CCCCCN1C(=O)[C@@H]2Cc3ccccc3CN2C1=O)Nc1ccccc1F	0.0	3	96	-14	-1.4	6	-6	0	1	-1
CCOC(=O)C1(C(=O)OCC)COC(=O)C1CN1Cc2cc3ccccc3nc2C1 (configuration not stated)	0.7	3	107	-9	-1.7	-5	46*	/	51	-1
Cc1ccc2nc(Br)c3c(c2c1)OC(CBr)C3 (configuration not stated)	0.0	1	91	-8	-2.5	0	-7	-9	20	-8
C=CCN=C1NN=C(c2cc(C)n(CC=C)c2C)CS1	-0.3	-18	96	-6	-1.8	24	-9	0	3	-3
C=CCOC(=O)Nc1nc(CCNC(=O)OC(C)(C)C)c(C(=O)OC)s1	0.0	/	/	-18	/	/	-3	/	-1	/
COc1ccccc1/C=C/C(=O)Nc1ccc(S(=O)(=O)Nc2cc(C)on2)cc1	-0.2	0	98	-14	-1.2	8	1	-5	-5	4
CCCN(CC(=O)Nc1cc(Cl)ccc1Cl)C(=O)CN1C(=O)C2CCCCC2C1=O (configuration not stated)	-0.4	-1	94	-2	-0.6	15	-4	-7	1	-5
CCOc1ccc(NC(=O)CCN2C(=O)CSc3ccccc32)cc1	-0.2	1	100	1	-0.6	4	-6	4	-2	-17
Nc1ncnc2c1ncn2C1OC(COP(=O)(O)O)C(O)C1O (configuration not stated)	0.2	2	101	-9	-0.2	-22	-7	66*	-3	-5
C[C@H]1CN([C@@H](C)CO)S(=O)(=O)c2ccc(Br)cc2O[C@H]1CN(C)Cc1ccccc1	0.1	-5	96	7	3.6	5	-10	-11	-9	-2
CC1CC(C)CN(CCCNC(=O)Cc2c(C(=O)O)[nH]c3ccccc23)C1 (configuration not stated)	2.1	1	94	9	-0.8	3	0	-1	-1	-6
O=C1c2cccnc2-c2ncccc21	0.0	1	101	-8	-0.5	10	-1	-6	0	6
COC(=O)CNC(=O)CSc1nc2c(sc(=S)n2-c2ccccc2)c(=O)[nH]1	-0.2	2	100	-5	-1.7	-3	-4	27	-2	6

Screens as filed in PubChem.

Some of the compounds tested; the hit share may differ from the screen's.
